# Screening results: PubChem BioAssay, National Center for Advancing Translational Sciences (NCATS)
# FLuc inh: inhibitors of firefly (Photinus pyralis) luciferase; actives 2.5% (n = 76,000); Potency, µM (doses to about 115 µM), for inactives: at the top dose activity change, negative = inhibition, most hits filed as inhibitors; AID 1347043; P08659; purified P. pyralis luciferase, luminescence, biochemical; also: potency is read from the fitted curve at half-maximal effect; nearly all actives have a fitted effect of over 65% in size
# Target sequence (P08659 whole entry, looked up): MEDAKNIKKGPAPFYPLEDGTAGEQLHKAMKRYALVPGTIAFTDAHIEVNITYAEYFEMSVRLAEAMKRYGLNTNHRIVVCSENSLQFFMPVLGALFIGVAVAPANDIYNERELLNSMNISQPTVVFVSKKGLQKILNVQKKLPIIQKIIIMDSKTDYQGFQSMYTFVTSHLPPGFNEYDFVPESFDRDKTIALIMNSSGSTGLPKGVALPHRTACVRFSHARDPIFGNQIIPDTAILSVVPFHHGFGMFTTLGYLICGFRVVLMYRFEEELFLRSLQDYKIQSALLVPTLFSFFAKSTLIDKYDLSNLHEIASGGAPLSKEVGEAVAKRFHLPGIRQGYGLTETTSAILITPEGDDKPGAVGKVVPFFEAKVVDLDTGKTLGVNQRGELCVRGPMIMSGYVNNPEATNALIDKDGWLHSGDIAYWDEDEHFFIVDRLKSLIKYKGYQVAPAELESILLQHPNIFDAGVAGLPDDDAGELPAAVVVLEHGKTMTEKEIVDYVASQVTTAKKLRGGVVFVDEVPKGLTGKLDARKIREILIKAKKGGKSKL
#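 Inhibitors were tested against purified firefly luciferase in a biochemical, low-substrate format (both substrates at 10uM) and luminescence measured with a CCD imager.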
# HEK293 tox: kills HEK 293 cells; HEK 293 viability, ATP luminescence (CellTiter-Glo), 48-72 h; Potency, µM (doses to about 115 µM), for inactives: at the highest dose activity change, negative = cytotoxicity, hits mostly inhibitors; actives 6.6% (n = 94,000); also: potency is read from the fitted curve at half-maximal effect; nearly all actives have a fitted effect of over 60% in size
#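 Cytotoxicity was scored by loss of ATP-coupled luminescence (CellTiter-Glo) in HEK 293 cells. Compound treatment ran 48 or 72 hr at 37 degree Celsius, 5% CO2, 95% humidity.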
# GPT2 inh: blocks human glutamate pyruvate transaminase 2; Q8TD30; Recombinant GPT2, coupled pyruvate oxidase/HRP Amplex Red fluorescence; Potency, µM (highest dose often 57.7 µM), for the others: at the highest dose activity change, negative = inhibition, usual class: inhibitors; actives 0.25% (n = 100,000); AID 1671188; also: potency is read from the fitted curve at half-maximal effect; nearly all actives have a fitted effect of over 60% in size; many of its hits are not listed in these tables
#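 Fluorescence of coupled pyruvate oxidase/HRP/Amplex Red system (50uM Amplex, 30 min, dark) reports pyruvate formed by GPT2. Enzyme reaction: 10ng/uL GPT2, 2mM L-alanine, 250uM a-KG, 30 min room temperature, pH 7.5; 50uM AOA control.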
# HEK293 viab: reduces viability of HEK-293 SNCA reporter cells; HEK-293-SNCA-luc viability, GF-AFC fluorescence, 24 h; Potency, µM (series often up to 57.1 µM), for the others: at the top dose activity change, negative = cytotoxicity, usual class: cytotoxic; actives 0.12% (n = 150,000); AID 1671193;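 also: potency is read from the fitted curve at half-maximal effect; 0% = DMSO-treated cells and -100% = medium-only wells without cells; nearly all actives have a fitted effect of over 30% in size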
#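 Cytotoxicity counterscreen: after 24 h compound treatment of genome-edited SNCA-luciferase HEK-293 cells, live-cell protease substrate GF-AFC read by fluorescence after 30 min; activity scaled between DMSO (0%) and medium-only (-100%), curves Hill-fitted.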
# SNCA expr inhib: SNCA gene expression inhibition; actives 0.17% (n = 140,000); AID 1671194; Potency, µM (highest dose often 57.2 µM), without a hit: at the highest dose activity change, negative = inhibition, usual class: inhibitors; HEK-293 SNCA-luciferase knock-in, luminescence, 24 h;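 also: potency is read from the fitted curve at half-maximal effect; plate controls were DMSO cells for no effect and cell-free wells for full effect; nearly all actives have a fitted effect of over 45% in size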
# IP6K1 inh: IP6K1 kinase inhibition; IP6K1 kinase, ADP-Glo luminescence, 2 h; stronger effect = lower value; AID 1645851; activity change, % (series mostly up to about 58 µM); actives 0.81% (n = 140,000); in the data active = activity change below about -25%
# Target sequence (Q92551 whole entry, looked up): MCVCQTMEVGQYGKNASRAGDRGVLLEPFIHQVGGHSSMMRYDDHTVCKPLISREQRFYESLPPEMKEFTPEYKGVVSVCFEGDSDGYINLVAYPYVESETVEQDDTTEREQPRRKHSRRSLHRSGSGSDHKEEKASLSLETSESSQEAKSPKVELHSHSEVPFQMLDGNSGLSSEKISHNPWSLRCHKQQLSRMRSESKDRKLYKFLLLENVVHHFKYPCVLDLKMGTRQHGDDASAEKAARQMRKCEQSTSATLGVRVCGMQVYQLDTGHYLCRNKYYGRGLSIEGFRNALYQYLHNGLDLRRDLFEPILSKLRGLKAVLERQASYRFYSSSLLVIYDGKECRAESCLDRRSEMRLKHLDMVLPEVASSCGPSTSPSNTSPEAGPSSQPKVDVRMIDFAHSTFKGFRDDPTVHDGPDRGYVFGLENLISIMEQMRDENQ
#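 ADP-Glo luminescence measures ADP made by human IP6K1 during a 2 h RT reaction with ATP/IP6 (mix at 1.3 mM/130 uM); top library doses 57.5 and 19.1 uM final.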
# 3T3 cytotox: NIH 3T3 cell cytotoxicity; actives 4.3% (n = 94,000); NIH 3T3 viability, CellTiter-Glo ATP luminescence, 48-72 h; AID 1345082; Potency, µM (highest dose often 96.7 µM), for inactives: top-dose activity change, negative = cytotoxicity, usual class: inhibitors; also: potency is read from the fitted curve at half-maximal effect; nearly all actives have a fitted effect of over 55% in size
#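 Viability of NIH 3T3 cells after 48 or 72 hr compound treatment at 37 °C was assessed by CellTiter-Glo, with luminescence imaged following a 10 min room-temperature step.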
# * = called active by the depositor; i = inactive; u = inconclusive; x = no result given; [ ] = remark or other dose. Unless noted, calls follow the shape of the dose curve; as a rule, active = well fitted curve in the direction sought with a large enough effect; inconclusive = small, poorly fitted or top-dose-only effect, or another doubt; inactive = no such curve, though single readings can be large; an effect the other way counts as inactive or inconclusive. Unless noted, % is scaled to controls: 0 for no effect and ±100 for the full control effect.
Structure | FLuc inh | HEK293 tox | GPT2 inh | HEK293 viab | SNCA expr inhib | IP6K1 inh | 3T3 cytotox
COc1ccc(CCC(=O)N2C[C@@H](C(N)=O)[C@H](c3nc(C)no3)C2)cc1OC | -3% | -5% | 1% | -3% | 4% | -3 | -9%
Cc1ccc(C(=O)N2CCC3(CC2)OCC(C(=O)N2CCOCC2)N3C(=O)c2ccc(F)cc2)cc1 (configuration not stated) | 3% | -3% | -12% | 2% | 13% | -12 | 2%
O=C(NCCc1ccccn1)c1ccnc(-c2nnc3ccc(N4CCOCC4)nn23)c1 | 2%[172 µM] | 3%[172 µM] | -8%[88.5 µM] | -2%[87.6 µM] | 26%[87.6 µM] | -17 | u
c1ccc(-c2noc(-c3ccn4c(CN5CCOCC5)nnc4c3)n2)cc1 | -2% | 2% | i | 1% | 84%[activator] | -2 | -14%
Cc1ccc(C(=O)N2CCCC(n3cc(-c4nc(C(C)C)no4)nn3)C2)cc1 (configuration not stated) | 0% | u | i | 2% | 0% | 3 | u
CC(C)c1noc(CC2CCN(C(=O)c3ccc4c(c3)OCO4)CC2)n1 | 4% | u | i | -8% | -12% | 1 | u
O=C(Nc1cc(-c2nc3ccccc3o2)ccc1Cl)c1ccc(N2CCCCC2)c([N+](=O)[O-])c1 | x | x | x | -8% | 183%[activator] | 22 | x
CN(C)CCCNC(=O)c1cn2ccnc(-c3ccc(F)cc3)c2n1 | -8% | -15% | -29% | -3% | -11% | 23 | -12%
Cc1ccc(CNC(=O)N2CCC(OC3CCN(Cc4ccccc4)CC3)CC2)cc1 | 1% | u | i | 3% | 7% | -9 | -22%
O=C([C@H]1C[C@H](Oc2ccccc2)CN1C(=O)Nc1cccc(F)c1)N1CCOCC1 | 9% | -11% | i | 3% | -18% | 20 | -2%
O=C(Nc1cccc2ccccc12)O[C@@H]1CO[C@H]2[C@@H]1OC[C@@H]2NS(=O)(=O)c1cccs1 | 5% | u | -7% | 4% | 9% | -6 | u
CCOCCOC1CCN(C(=O)c2ccccc2)CC1 | -11% | 1% | i | -5%[12.5 µM] | 31%[activator] | 26 | i
O=C(Oc1ccccc1C(=O)O)c1ccccc1O | x | x | 4% | -21%[23.9 µM] | -4%[25.6 µM] | -10 | x
CC(C)NC(=O)N1CCC2(CC1)CN(C(=O)C1CCN(C)CC1)Cc1ccccc1O2 | x | i | -8% | -11% | -28% | 16 | i
COc1ccc(-c2cn(C)c(=O)n3cc(CN4CCNC(=O)C4)nc23)c(C(F)(F)F)c1 | -14%[172 µM] | u | u | 1%[87.6 µM] | 24%[87.6 µM] | 17 | u
COc1ccc(C2Cn3nnc(-c4nc(-c5ccccc5)no4)c3CO2)cc1 (configuration not stated) | u | -3% | 3% | 1% | 99%[activator] | 1 | -9%
CC1=C[C@@H](CN2CCC(C(N)=O)CC2)[C@H](C(C)C)C[C@H]1Cc1nnc(-c2ccc(N(C)C)cc2)o1 | -10% | 40µM* | 4% | -22% | -6% | -1 | 35µM*
Cc1cccc(CNC(=O)CCc2conc2-c2cccc(F)c2)c1 | -11% | -5% | -4% | -5% | -11% | 25 | -16%
Cc1cn2nc(C(=O)N3CCC(NC(=O)c4ccccc4)CC3)cc2c(=O)[nH]1 | -3% | -1% | 2% | 0% | 0% | 0 | -3%
COc1ccccc1-c1noc(-c2nnn3c2COC(c2ccc(F)cc2)C3)n1 (configuration not stated) | -1% | u | -9% | -2% | -5% | 9 | -12%
CCC(C)NC(=O)C(NC(=O)c1cccs1)C1CCN(C(=O)c2ccccc2F)CC1 (configuration not stated) | 4% | -4% | i | 3% | -9% | 1 | i
CCCCCNC(=O)Cc1csc2nc(C)c(-c3cc(C)n(-c4ccc(F)cc4)n3)c(=O)n12 | -2% | u | i | -17% | -12% | 22 | u
COc1ccc(NC(=O)O[C@@H]2CO[C@H]3[C@@H]2OC[C@@H]3NC(=O)COc2ccccc2)cc1 | -10%[172 µM] | -5%[172 µM] | -4%[88.5 µM] | 6%[87.6 µM] | 28%[87.6 µM] | -3 | -24%[174 µM]
COc1ccc(CN2C[C@H]3CN(Cc4ccc(S(C)(=O)=O)cc4)CCN3C2=O)cc1 | 5%[172 µM] | u | -1%[88.5 µM] | -1%[87.6 µM] | 3%[87.6 µM] | 3 | -23%[138 µM]
COc1ccc(CNC(=O)CSc2nc(-c3ccc(OC)cc3)cc(C(F)(F)F)n2)cc1 | x | x | x | -1% | 48%[activator] | 8 | x
CCn1c2c(c(=O)n3ncc(C(=O)Nc4cccc(Cl)c4C)c13)CN(Cc1ccc(OC)cc1)CC2 | x | x | x | 13% | 10% | 25 | x
O=C1CC2CCCC(C1)N2C(=O)c1ccccn1 | -14%[172 µM] | -21%[172 µM] | i | 2%[87.6 µM] | 0%[87.6 µM] | 14 | -19%[138 µM]
CC(C)(O)CC[C@@H](O)[C@](C)(O)[C@H]1CC[C@@]2(O)C3=CC(=O)[C@@H]4C[C@@H](O)[C@@H](O)C[C@]4(C)[C@@H]3CC[C@]12C | x | x | i | -2% | 1% | x | x
Cc1n[nH]c(C)c1CCCn1ccnc1-c1cnc[nH]1 | -3% | i | -22%[11.5 µM] | 8% | 8% | 34 | -2%
CCC1Oc2ccc(NC(=O)c3cccs3)cc2CN(Cc2ccc(OC)cc2)C1=O (configuration not stated) | -1% | u | i | 9% | u | -3 | u
COc1ccc(-c2nn3c(=O)cc(CN4CCN(C(=O)c5ccc(C(C)(C)C)cc5)CC4)nc3s2)cc1 | x | x | x | -2% | -15% | -3 | x
CC(c1ccccc1)N1Cc2cc(NC(=O)Cc3cccs3)ccc2OCC1=O (configuration not stated) | 1% | u | i | -10% | 2% | -9 | u
COc1ccc2[nH]c3c(c2c1)CCN(C)C31CCN(C(=O)c2ccccc2F)CC1 | -4% | u | -5% | 6%[12.5 µM] | 71%[activator] | -2 | -28%
Cc1cnn(-c2ccccc2)c1NC(=O)COCc1ccccc1 | x | x | u | -22% | x | 7 | x
CC(=O)c1cccc(NC(=O)c2cnc(-c3ccccc3)nc2-c2ccncc2)c1 | 3% | u | i | -12% | -16% | 19 | -28%
O=C1C2CN(Cc3ccc(F)cc3F)CCC2OCCN1Cc1ccccc1 (configuration not stated) | -13%[172 µM] | u | 0%[88.5 µM] | -2%[87.6 µM] | -7%[87.6 µM] | -9 | -27%[138 µM]
O=C(NCc1ccccn1)c1nc2sccn2c1-c1cccc(C(F)(F)F)c1 | x | u | i | -8% | 68%[activator] | 11 | 32µM*
c1ncc(-c2ccc(-c3noc([C@@H]4CCCN4Cc4ccc5c(c4)OCO5)n3)cn2)cn1 | -14%[172 µM] | u | 0%[88.5 µM] | -20%[87.6 µM] | u | -7 | -35%[138 µM]
O=C(c1ccc(OC(F)(F)F)cc1)N1CCN(c2cc(-c3ccccc3)[nH]n2)CC1 | -5% | u | i | 8% | -13% | 3 | u
CCN1CCN(c2csc3ccc(C)cc3c2=O)CC1 | x | x | x | 1% | 67%[activator] | -2 | x

# 2 compounds from above with just HEK293 viab, SNCA expr inhib and HEK293 tox.
Molecule	HEK293 viab	SNCA expr inhib	HEK293 tox
O=C(NCc1ccccn1)c1nc2sccn2c1-c1cccc(C(F)(F)F)c1	-8%	68%[activator]	u
CC(c1ccccc1)N1Cc2cc(NC(=O)Cc3cccs3)ccc2OCC1=O (configuration not stated)	-10%	2%	u

# By substructure, the entries above containing a CF3 group (4)
Structure | FLuc inh | HEK293 tox | GPT2 inh | HEK293 viab | SNCA expr inhib | IP6K1 inh | 3T3 cytotox
COc1ccc(-c2cn(C)c(=O)n3cc(CN4CCNC(=O)C4)nc23)c(C(F)(F)F)c1 | -14%[172 µM] | u | u | 1%[87.6 µM] | 24%[87.6 µM] | 17 | u
COc1ccc(CNC(=O)CSc2nc(-c3ccc(OC)cc3)cc(C(F)(F)F)n2)cc1 | x | x | x | -1% | 48%[activator] | 8 | x
O=C(NCc1ccccn1)c1nc2sccn2c1-c1cccc(C(F)(F)F)c1 | x | u | i | -8% | 68%[activator] | 11 | 32µM*
O=C(c1ccc(OC(F)(F)F)cc1)N1CCN(c2cc(-c3ccccc3)[nH]n2)CC1 | -5% | u | i | 8% | -13% | 3 | u

# Carrying on:
Structure | FLuc inh | HEK293 tox | GPT2 inh | HEK293 viab | SNCA expr inhib | IP6K1 inh | 3T3 cytotox
Cc1ccc(-c2noc(CSc3nnc(C)n3-c3ccc(C)cc3)n2)cc1 | x | x | x | -6% | 10% | 1 | x
O=C1Nc2ccc(-c3ccccc3)cc2C(=O)N2CC[C@H](NS(=O)(=O)c3cccs3)[C@@H]12 | 2% | u | -27% | 1% | u | -6 | 20µM*
COc1ccccc1CNC(=O)[C@H]1C[C@@H](O)[C@H](O)[C@@H]2N=C(Nc3ccc(C)cc3)S[C@@H]21 | u | -20% | -3% | -10% | 36%[activator] | 14 | -21%
CCOC(=O)C(Cc1c[nH]c2ccccc12)NC(=O)COc1ccc(CC)cc1 (configuration not stated) | x | x | x | 8% | -10% | 10 | x
COc1cc(-c2cc(OC)c3c(C)oc(C)c3c(=O)c2)ccc1OC(=O)c1ccccc1F | x | x | x | -23% | 8% | -9 | x
Cc1ccc(-c2noc(-c3nc(Cc4ccc(F)cc4)no3)n2)cc1 | -3% | -1% | i | 11% | -18% | 0 | -12%
COc1cccc(C(=O)N2CCC(Cc3nc(C(C)C)no3)CC2)c1 | -2% | u | i | 3% | -3% | -1 | u
CCC(=O)NCC(=O)N1CCCCCCNC(=O)CC1c1ccccc1 (configuration not stated) | -4% | 2% | -1% | 0% | -9% | 7 | -2%
CCOC(=O)C1CCN(C(=O)Cn2nc(CC)n3c(cc4sccc43)c2=O)CC1 | x | x | x | -5% | 186%[activator] | -14 | x
CN(C)Cc1nnc(C2CC(NC(=O)Cc3c[nH]c(=O)n(C)c3=O)C2)n1C (configuration not stated) | 4% | -7% | -5%[11.5 µM] | 5% | 6% | 25 | 3%
COc1ccc(S(=O)(=O)NCCc2sc(-c3cccnc3)nc2C)c(F)c1 | x | x | x | -7% | u | -1 | x
COc1cc(-c2cccs2)cc2c1OCCN(C(=O)c1ccncc1C)C2 | 0% | u | i | -7% | -1% | 4 | -25%
COc1ccc(CCNC(=O)CN2C(=O)NC(c3ccccc3Cl)C3=C2COC3=O)cc1OC (configuration not stated) | -28% | u | u | -8% | -27% | -11 | u
Cc1ccc(CN(C)Cc2ccc(F)cc2)cc1 | 5%[172 µM] | -14%[172 µM] | i | 15%[87.6 µM] | -12%[87.6 µM] | -7 | -16%[138 µM]
O=C1NCCCCCCN(Cc2ccncc2)[C@@H]2CN(Cc3cccnc3)CC[C@@H]12 | 2% | -6% | i | 1% | -7% | 0 | -15%
Cc1nnc2ccc(NCC(C)C)nn12 | -5% | -7% | -13% | -2% | -5% | -4 | -19%
COc1ccc(-c2noc(CC3CCN(C(=O)Cc4ccccc4OC)CC3)n2)cc1 | -8% | u | -14% | -10% | -27% | -2 | u
Cc1ccc(NC(=O)c2oc3ccccc3c2NC(=O)c2cc3ccccc3o2)cc1 | x | x | x | 10% | 36%[activator] | 26 | x
